Compound activity (PubChem)
FEN1 inh: blocks human flap endonuclease 1 | Potency, µM (doses to about 114 µM), for inactives: top-dose activity change, negative = inhibition, actives largely listed as inhibitors | 390,000 tested, 0.35% active | Recombinant FEN1 flap cleavage, fluorescence, 15 min; also: nearly all actives have a fitted effect of over 65% in size
Target sequence (P39748 whole entry, looked up): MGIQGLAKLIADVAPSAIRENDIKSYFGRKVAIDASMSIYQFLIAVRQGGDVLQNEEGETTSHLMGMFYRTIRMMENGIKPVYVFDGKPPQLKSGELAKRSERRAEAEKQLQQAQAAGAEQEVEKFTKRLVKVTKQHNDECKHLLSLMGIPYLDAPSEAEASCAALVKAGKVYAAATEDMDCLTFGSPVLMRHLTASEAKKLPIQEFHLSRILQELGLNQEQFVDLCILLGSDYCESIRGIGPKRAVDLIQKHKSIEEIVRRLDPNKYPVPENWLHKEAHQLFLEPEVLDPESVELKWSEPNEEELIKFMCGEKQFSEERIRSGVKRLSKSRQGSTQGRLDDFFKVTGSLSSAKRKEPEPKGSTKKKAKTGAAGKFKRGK
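Concentration–response screening of FEN1 (10 nM): 15 min compound preincubation at room temperature, reaction started with 50 nM substrate and read at 0 and 15 min. Corrected, normalized data were fitted by a four-parameter Hill equation.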
TDP1 block: blocks human tyrosyl-DNA phosphodiesterase 1 | recombinant TDP1, AlphaScreen DNA substrate cleavage | 350,000 tested, 0.28% active | Potency, µM (series often up to 130 µM), inactives show at the highest dose activity change, negative = inhibition, usual class: inhibitors | Q9NUW8 | AID 485290; also: nearly all actives have a fitted effect of over 40% in size
Target sequence (Q9NUW8 whole entry, looked up): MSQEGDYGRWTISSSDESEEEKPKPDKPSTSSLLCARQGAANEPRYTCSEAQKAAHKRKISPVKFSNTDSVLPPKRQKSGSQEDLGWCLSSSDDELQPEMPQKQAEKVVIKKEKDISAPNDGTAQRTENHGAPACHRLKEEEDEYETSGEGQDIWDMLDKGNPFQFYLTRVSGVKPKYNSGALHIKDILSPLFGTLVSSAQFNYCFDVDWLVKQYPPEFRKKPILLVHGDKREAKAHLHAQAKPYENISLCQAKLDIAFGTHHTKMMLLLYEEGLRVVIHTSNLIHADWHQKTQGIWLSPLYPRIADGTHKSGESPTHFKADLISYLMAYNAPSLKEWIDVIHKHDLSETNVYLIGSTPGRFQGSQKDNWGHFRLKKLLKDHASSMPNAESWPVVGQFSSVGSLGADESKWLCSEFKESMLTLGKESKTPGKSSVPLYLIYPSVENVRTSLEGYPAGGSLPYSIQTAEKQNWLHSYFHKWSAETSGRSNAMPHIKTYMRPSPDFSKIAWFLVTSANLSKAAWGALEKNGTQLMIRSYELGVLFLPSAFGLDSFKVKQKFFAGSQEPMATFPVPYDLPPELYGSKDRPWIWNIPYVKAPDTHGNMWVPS
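Signal: AlphaScreen proximity between streptavidin donor and anti-FITC acceptor beads on intact substrate. Reaction: Tdp1 1 nM, substrate 15 nM final, 5 min RT after 15 min compound preincubation.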
The depositor's hits bear a star; · = not tested or not shown; & = joins results of further samples. Calls follow the shape of the dose curve; as a rule, active = well fitted inhibition curve with a large enough effect; inconclusive = small, poorly fitted or top-dose-only effect; inactive = no such curve, though single readings can be large or run the other way. % is scaled to controls: 0 for no effect and ±100 for the full control effect; potency is read from the fitted curve at half-maximal effect.

SMILES | FEN1 inh | TDP1 block
O=C(OCC#CCSc1nnc(-c2cccc3ccccc23)o1)c1ccc(F)c(F)c1 | · | -7.7%
CCC(=O)NC(c1ccc(Br)o1)c1cc(Cl)c2cccnc2c1O (stereo not drawn) | · | 1.0%
c1ccc(CNCc2nnc(-c3cc4ccccc4[nH]3)s2)cc1 | · | -0.5%
Nc1cc(S(=O)(=O)N2CCN(S(=O)(=O)c3ccc4c(c3)OCCO4)CC2)ccn1 | · | -3.1%
CC(C)Cc1ccc(CC(=O)O)cc1 | · | 0.0%
O=C1CCc2cc(S(=O)(=O)Nc3cccc(-c4ccccc4)c3)ccc2N1 | · | 1.7%
Cc1c(C(=O)NN2CCCCC2)nn(-c2ccc(Cl)cc2Cl)c1-c1ccc(Cl)cc1 | · | 6.4%
Cc1ccc(N[S+](=O)([O-])c2cc3c(cc2CCc2ccccc2)NC(=O)CO3)cc1C | · | 2.5%
CCOC(=O)CCc1cc(F)c(S(=O)(=O)N2CCN(S(=O)(=O)c3ccc4c(c3)OCCO4)CC2)cc1F | · | 0.1%
CCc1ncnc2cc(OC)c(OC)cc12 | · | 5.7%
CNC[C@@H]1Oc2ccc(NC(=O)Nc3cccc4ccccc34)cc2C(=O)N([C@@H](C)CO)C[C@@H]1C | · | 8.0%
COc1ccccc1NC(=O)C1=C(C)NC(SCC(=O)c2ccc(C)cc2)=C(C#N)C1c1ccco1 (stereo not drawn) | · | 1.1%
COc1cccc(C2c3c(ncn(-c4ccc(Br)cc4)c3=N)Oc3ccc4ccccc4c32)c1 (stereo not drawn) | · | 2.7%
CCCCCCCCCCCC(=O)OCC(O)CO (stereo not drawn) | · | 6.4%
Cc1ccc(S(=O)(=O)NC(N)=NCCC[C@@H](N)C(=O)Nc2cc(C(F)(F)F)ccc2Cl)cc1 | · | -1.1%

Fetched by compound from the list above (2):
SMILES | FEN1 inh | TDP1 block
CCC(=O)NC(c1ccc(Br)o1)c1cc(Cl)c2cccnc2c1O (stereo not drawn) | · | 1.0%
CCc1ncnc2cc(OC)c(OC)cc12 | · | 5.7%

Next section
SMILES | FEN1 inh | TDP1 block
O=C1CCc2cc(S(=O)(=O)Nc3cccc(Cl)c3)ccc2N1 | · | 0.3%
Cc1ncc(COP(=O)(O)O)c(C=O)c1O | · | -8.5%
O=C(NC1CC1)c1ccc2c(c1)S(=O)(=O)c1cc(Cl)ccc1C2=O | · | -8.4%
O=C1CCCC2=C1C1(CCSC1)N=C(Nc1nc3ccccc3o1)N2 (stereo not drawn) | · | 0.1%
O=C1CCc2cc(S(=O)(=O)Nc3ccc(Cl)cc3)ccc2N1 | · | 0.9%
CCCCC(=O)OCC(=O)[C@]1(O)Cc2c(O)c3c(c(O)c2[C@H](OC2CC(NC(=O)C(F)(F)F)C(O)C(C)O2)C1)C(=O)c1c(OC)cccc1C3=O (stereo partly drawn) | · | 12.8%
COc1ccc(C(=O)N(Cc2ccccc2)Cc2ccccc2)cc1COc1ccc(NC(C)=O)cc1 | · | 3.3%
COc1ccc(C)cc1NC(=O)C(OC(=O)CNC(=O)c1ccccc1)c1ccccc1 (stereo not drawn) | · | 126µM*
COc1ccc(OCc2cc(C3Nc4ccccc4C(=O)N3Cc3ccccc3)ccc2OC)cc1 (stereo not drawn) | · | 0.7%
Cc1cccc(Nc2nc(C#N)nc(NC3CCCC3)n2)c1 | · | -5.3%
COc1cccc(C2c3c(ncn(-c4ccccc4C#N)c3=N)Oc3ccc4ccccc4c32)c1 (stereo not drawn) | · | 3.1%
CCOC(=O)c1ccc(-n2cnc3c(c2=N)C(c2cccc(OC)c2)c2c(ccc4ccccc24)O3)cc1 (stereo not drawn) | · | 2.6%
COc1cc(N2C(=O)c3ccccc3C2=O)c2ncccc2c1 | · | 1.4%
O=C(c1ccccc1O)N(Cc1ccccc1)Cc1ccccc1 | · | 0.9%
O=C(OCC#CCSc1nnc(-c2cccc3ccccc23)o1)c1sccc1Cl | · | -0.7%

With a hit mark in TDP1 block, among the entries above:
| SMILES | TDP1 block |
| --- | --- |
| COc1ccc(C)cc1NC(=O)C(OC(=O)CNC(=O)c1ccccc1)c1ccccc1 (stereo not drawn) | 126µM* |

Further structures follow.
SMILES | FEN1 inh | TDP1 block
COc1ccc(C2Nc3ccccc3C(=O)N2Cc2cccc(C(F)(F)F)c2)cc1COc1ccc(NC(C)=O)cc1 (stereo not drawn) | · | 2.0%
O=C(NCc1nnc(-c2cc3ccccc3[nH]2)o1)c1ccccc1 | · | -2.4%
Nc1ccc(S(=O)(=O)Nc2ccccc2)cc1 | · | 4.2%
CC(C)(C)C(=O)OCOP(=O)(COCCn1cnc2c(N)ncnc21)OCOC(=O)C(C)(C)C | · | 4.3%
COc1ccc(Cn2ncc3c4sc(C)cc4n(C)c3c2=O)cc1 | · | -3.3%
O=S1(=O)N=C(Oc2ccc(-c3ccccc3)cc2)c2ccccc21 | · | 1.6%
COC(=O)c1ccccc1S(=O)(=O)Nc1cc(=O)c2ccccc2[nH]1 | · | 1.7%
O=C(OCC#CCSc1nnc(-c2cccc3ccccc23)o1)c1ccc(C(F)(F)F)cc1 | · | -5.0%
COc1ccc(C2Nc3ccccc3C(=O)N2Cc2ccc(C(C)(C)C)cc2)cc1COc1ccc(NC(C)=O)cc1 (stereo not drawn) | · | 1.0%
Cc1ccc(C)c(NC(=O)CN(C)C(=O)C2COc3ccccc3O2)c1 (stereo not drawn) | · | -0.2%
Cc1ccc(C(=O)NCC(=O)OC(C(=O)Nc2cc(C(F)(F)F)ccc2Cl)c2ccccc2)cc1 (stereo not drawn) | · | -0.9%
O=C(OCC#CCSc1nnc(-c2cccs2)o1)c1ccc(F)cc1 | · | -13.7%
C=CCc1cc(F)c(S(=O)(=O)N2CCN(S(=O)(=O)c3ccc4c(c3)OCCO4)CC2)cc1F | · | -0.5%
N#CN1CCC(NC(=O)c2cccc(C(F)(F)F)c2)CC1 | · | 0.2%
Nc1ccc(S(=O)(=O)N2CCN(S(=O)(=O)c3c(F)cccc3F)CC2)cc1 | · | 0.9%
COC(=O)c1c(-c2ccc(OC)cc2)sc2ccccc12 | · | 20µM*
Cc1cc2c(s1)c1cnn(Cc3ccc(F)c(F)c3F)c(=O)c1n2C | · | -3.3%
O=S1(=O)N=C(Oc2ccc(Cl)cc2)c2ccccc21 | · | -1.5%
O=S(=O)(c1c(F)cccc1F)N1CCN(S(=O)(=O)c2c(F)cccc2F)CC1 | · | -0.4%&-2.9%
COc1cc(NC(=O)C(OC(=O)CNC(=O)c2ccccc2)c2ccccc2)cc(OC)c1 (stereo not drawn) | · | 0.2%
Cc1ccc(NS(=O)(=O)c2ccc3c(c2)CCC(=O)N3)cc1F | · | 0.6%
O=C1c2ccccc2C(=O)N1c1cccc(Cl)c1 | · | -0.2%
CC(C)(C)OC(=O)CC(=O)NNC(=O)c1cc2ccccc2[nH]1 | · | -0.5%
COC(=O)c1ccccc1S(=O)(=O)Nc1ccc(OC)cc1 | · | 4.5%
COC(=O)c1nc(Nc2cc(F)cc(F)c2)nc(NC2CCCC2)n1 | · | -0.1%
Cc1c(P(=S)(c2ccccc2)c2ccccc2)c2ccccc2n1CCc1ccccc1 | · | -0.3%
COc1ccc(-c2nc3ccccc3c(=O)n2Cc2ccc(CNC(=O)CO)cc2)cc1COc1ccc(NC(C)=O)cc1 | · | 79.4µM*
Cc1ccc2c(Br)cc(Br)c(O)c2n1 | · | 5.7%
O=C(Nc1cc(C(F)(F)F)ccc1Cl)C(O)Cc1ccccc1 (stereo not drawn) | · | -6.0%
O=S(=O)(c1cccc(O)c1)N1CCN(S(=O)(=O)c2c(F)cccc2F)CC1 | · | 0.8%

Some of the entries so far, as comma-separated lines.
smiles,FEN1 inh,TDP1 block
O=S(=O)(c1cccc(O)c1)N1CCN(S(=O)(=O)c2c(F)cccc2F)CC1,·,0.8%
Cc1ccc2c(Br)cc(Br)c(O)c2n1,·,5.7%
O=S(=O)(c1c(F)cccc1F)N1CCN(S(=O)(=O)c2c(F)cccc2F)CC1,·,-0.4%&-2.9%

Next compounds
SMILES | FEN1 inh | TDP1 block
NNC(=O)C(C(=O)OCc1ccccc1)c1ccccc1 (stereo not drawn) | · | 1.3%
Cc1nc2ccccn2c1C(O)(c1ccccc1)c1ccccc1 | · | -0.1%
COc1ccc(C2Nc3ccccc3C(=O)N2Cc2ccccc2)cc1COc1ccccc1OC (stereo not drawn) | · | 2.9%
CO[C@H]1OC2O[C@@]3(C)CC[C@H]4[C@H](C)CC[C@@H]([C@H]1C)[C@@]24OO3 (stereo partly drawn) | · | 4.3%
Cc1nc2ccc(S(=O)(=O)N3CCN(S(=O)(=O)c4c(F)cccc4F)CC3)cc2s1 | · | -3.7%
C[C@]12CC[C@H]3c4ccc(O)cc4CC[C@@H]3[C@H]1CC[C@@H]2OC(=O)CCC1CCCC1 | · | 4.3%
O=S1(=O)OC(c2ccc(O)cc2)(c2ccc(O)cc2)c2ccccc21 | · | 10.6%
COc1ccc(CN(Cc2ccccc2)C(=O)c2ccccc2)cc1COc1ccc(NC(C)=O)cc1 | · | 2.7%
COc1cccc(N2C(=O)c3ccccc3C2=O)c1 | · | -12.0%
O=C(OCC#CCSc1nnc(-c2cccc3ccccc23)o1)c1cccc(F)c1 | · | -8.7%
CC(=O)N[C@@H](CCC(=O)O)C(=O)O | · | 6.2%
Cc1ccc(O)c2ncccc12 | · | 9.1%
N#Cc1nc(Nc2ccc(-c3ccccc3)cc2)nc(NC2CCCC2)n1 | · | 0.5%
O=S(=O)(c1ccccc1)N1CCN(S(=O)(=O)c2ccc3c(c2)OCCO3)CC1 | · | -0.3%
OC1OC[C@@H](O)[C@H](O)[C@@H]1O (stereo partly drawn) | · | 2.1%

Some of these compounds in order of number of heavy atoms, lowest first.
SMILES | FEN1 inh | TDP1 block
Cc1ccc(NS(=O)(=O)c2ccc3c(c2)CCC(=O)N3)cc1F | · | 0.6%
COc1ccc(CN(Cc2ccccc2)C(=O)c2ccccc2)cc1COc1ccc(NC(C)=O)cc1 | · | 2.7%
COc1ccc(C2Nc3ccccc3C(=O)N2Cc2ccc(C(C)(C)C)cc2)cc1COc1ccc(NC(C)=O)cc1 (stereo not drawn) | · | 1.0%

(continued)
SMILES | FEN1 inh | TDP1 block
Cc1ccc2nc3n(c(=O)c2c1)-c1ccc(Cl)cc1C(=O)NC3Cc1ccccc1 (stereo not drawn) | · | 0.1%
CCn1cnc2c(NCc3cccnc3)nc(C#N)nc21 | · | 1.6%
CCc1oc2ccccc2c1C(=O)c1cc(I)c(O)c(I)c1 | · | 4.3%
Cc1ccc(NS(=O)(=O)c2cc3c(cc2C)NC(=O)CO3)cc1C | · | 0.6%
COc1ccc(O)c(C2Nc3ccccc3C(=O)N2Cc2ccccc2)c1 (stereo not drawn) | · | 1.2%
O=C1NC(Cc2ccccc2)c2nc3ccc(Br)cc3c(=O)n2-c2cc(Cl)ccc21 (stereo not drawn) | · | 0.9%
CN(C)c1ccc(C(=O)NCC(=O)OC(C(=O)Nc2cc(C(F)(F)F)ccc2Cl)c2ccccc2)cc1 (stereo not drawn) | · | -8.8%
Cc1ccc(NS(=O)(=O)c2cc3c(cc2N2CCCCC2)NC(=O)CC3)cc1C | · | 0.3%
CC(C)CC1NC(=O)c2ccccc2-n2c1nc1cc(F)ccc1c2=O (stereo not drawn) | · | 0.1%
[O-][n+]1ccccc1SSc1cccc[n+]1[O-] | · | 10.6%
CCCCCCCCCCCCCC[N+](C)(C)C | · | 6.2%
COc1ccc(C2Nc3ccccc3C(=O)N2Cc2ccncc2)cc1COc1ccc(NC(C)=O)cc1 (stereo not drawn) | · | 13.7%
O=S1(=O)N=C(Oc2ccccc2C(F)(F)F)c2ccccc21 | · | 2.6%
COc1ccc(C2Nc3ccccc3C(=O)N2Cc2ccccc2)cc1COc1ccc(F)cc1 (stereo not drawn) | · | 0.8%
COc1ccc(C2c3ccccc3Oc3ncn(CCN4CCOCC4)c(=N)c32)cc1OC (stereo not drawn) | · | -6.2%
COc1ccc(C2Nc3ccccc3C(=O)N2Cc2ccccc2)cc1COc1ccc(NC(=O)c2ccccc2)cc1 (stereo not drawn) | · | 0.4%
O=C(Cn1cc(CN(Cc2ccccc2)Cc2ccccc2)nn1)Nc1cc(C(F)(F)F)ccc1Cl | · | 0.5%
CN=C1S/C(=C\c2ccc(O)c(OC)c2)C(=O)N1C | -16.0% | ·
COc1ccc(N2CCN(CC(O)COc3ccc(C(C)(C)C)cc3)CC2)cc1 (stereo not drawn) | -9.8% | ·
Cc1cc([N+](=O)[O-])c(NCCCCCCO)c([N+](=O)[O-])c1 | 13.1% | ·
CC1(c2nnc(-c3ccccc3)o2)CC(c2ccccc2)=NO1 (stereo not drawn) | 3.9% | ·
O=C(O)c1cccc(Nc2ncnc3scc(-c4ccccc4)c23)c1 | -16.8% | ·
COC(=O)c1ccc(Oc2nc3ccccc3n3c(C)nnc23)cc1 | -9.4% | ·
COc1ccc(-c2nn3c(-c4cccc(C)c4)nnc3s2)cc1OC | 11.8% | ·
Cc1ccc2c(c1)[C@H]1[C@H](CO2)[C@H](c2ccccc2)[C@]2(C)C(=O)N(C)CC(=O)N12 | 7.2% | ·
O=C1CCN(CC2CCCCC2)C=C1C(=O)c1ccccc1 | -2.6% | ·
Cc1ccccc1N(C=O)c1ccccc1C | 0.6% | ·
O=C(O)C1OC(C(=O)O)C(C(=O)O)C1C(=O)O (stereo not drawn) | 0.4% | ·
COc1cc(C2Oc3nc(SC)nnc3-c3ccccc3N2C(C)=O)cc(Cl)c1OC (stereo not drawn) | -6.0% | ·

An excerpt, so the mix of outcomes need not match the whole.
